# Giardia killer = Giardia lamblia killing. actives 0.15% (n = 340,000). activity change, % at 7.66 µM, hits read low. AID 540267. Giardia lamblia trophozoite viability; in the data active means activity change below about -80%; inconclusive means between about -30% and that limit;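 further: parasites exposed to compound for two days anaerobically before the ATP read; on the % scale 0 is the no-effect control and ±100 the full control effect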
#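 Luminescence from cellular ATP indicates surviving trophozoites (100 cells/well) following 48 hrs anaerobic compound treatment at 37 deg C; signal develops 15-30 min at room temperature.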
# BRCA1 expr up = activators of BRCA1 expression; MCF7-BRCA1-FFLuc reporter, luminescence, 48 h; response scale: scaled: vehicle 0%, 10 µM genistein 100%; Potency, µM (series often up to 46.1 µM), without a hit: at the highest dose activation, actives largely listed as activators; actives 1.1% (n = 380,000); AID 624202; further: potency means the concentration at half of the fitted maximal effect; nearly all actives have a fitted effect of over 80% in size; some results filed as inactive show a strong effect at the top dose
#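 First, MCF7-BRCA1-FFLuc cells (2000/well) attach for 2 h; next, compounds are pin-added and incubated 48 h at 37 °C; finally, luciferase reagent is added and luminescence read after 15 min.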
# Gal4-VP16 FLuc = Gal4-VP16 reporter inhibition counter-screen; Drosophila S2 Gal4-VP16 UAS-luciferase, luminescence, 20 h; Potency, µM (titrated, usually from 53.6 µM), without a hit: at the highest dose activity, negative = inhibition, actives largely listed as inhibitors; actives 3.5% (n = 310,000);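 further: Gal4-VP16 expression switched on by copper sulfate through the metallothionein promoter; potency means the concentration at half of the fitted maximal effect; on the % scale 0 is the no-effect control and ±100 the full control effect; nearly all actives have a fitted effect of over 50% in size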
# Menin MLL FP TR = inhibitors of human menin-MLL interaction, mutant MLL peptide; Menin + Texas Red MLL mutant peptide, fluorescence polarization; Potency, µM (series often up to 61.6 µM), without a hit: at the highest dose FP activity change, negative = inhibition, most hits filed as inhibitors; actives 0.23% (n = 270,000); active means well fitted inhibition curve with a large enough effect in the polarisation, with a control signal flat, not every such curve was filed as active; inconclusive means small, poorly fitted or top-dose-only effect, or effect the other way, or a change in a side signal; inactive means no such curve, though single readings can be large or run the other way; the % refers to the polarisation; further: potency means the concentration at half of the fitted maximal effect; % of control where 0% means no effect; many of its hits are not listed in these tables
# NPC1 promoter act = activates the NPC1 promoter. Huh7 NPC1 promoter luciferase reporter, 24 h. Potency, µM (series often up to 9.22 µM), for the others: top-dose activation, most hits filed as activators. actives 2.4% (n = 320,000). AID 485313;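 further: potency means the concentration at half of the fitted maximal effect; % of control where 0% means no effect; nearly all actives have a fitted effect of over 60% in size; reporter is driven by a mutant NPC1 promoter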
#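 Compounds in DMSO were transferred onto Huh7 NPC1-luciferase reporter cells pre-incubated 2 h; after 24 h at 37 °C, Amplite reagent was dispensed and luminescence recorded 10 min later.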
# ELG1 genotox = induces genotoxicity in HEK293T cells with luciferase-tagged ELG1; Potency, µM (doses to about 46 µM), for the others: top-dose activity change, positive = activation, usual class: activators; HEK293T ELG1-luciferase reporter, luminescence, 16 h; actives 1.3% (n = 330,000); further: potency means the concentration at half of the fitted maximal effect; % of control where 0% means no effect; nearly all actives have a fitted effect of over 60% in size
#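 ELG1-luciferase HEK293T cells, 2,000/well; compound pinned in; 16 hr, 37 °C, 5% CO2; ONE-Glo, 30 min RT; luminescence on CCD imager.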
# RORgamma inh = ROR gamma (mouse) transcription inhibition; P51450; Drosophila S2 Gal4-RORgamma UAS-luciferase reporter, 20 h; Potency, µM (highest dose often 53.6 µM), for inactives: at the highest dose activity change, negative = inhibition, actives largely listed as inhibitors; actives 5.4% (n = 310,000); AID 2551; further: potency means the concentration at half of the fitted maximal effect; on the % scale 0 is the no-effect control and ±100 the full control effect; nearly all actives have a fitted effect of over 60% in size
#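 Drosophila S2 cells stably expressing Gal4-DBD/mouse RORγ fusion under metallothionein promoter plus UAS-luciferase; compound 1 h, then 700 uM CuSO4 induction for 20 h at ambient temperature; inhibition read as reduced luminescence.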
# PKM2 act = activators of human pyruvate kinase M2 | Potency, µM (top dose mostly 57.5 µM), inactives show at the top dose activation, usual class: activators | actives 0.34% (n = 260,000) | AID 1631 | purified PKM2, Kinase-Glo ATP luminescence, activation; response scale: 0% is enzyme alone, no compound | P14618; further: potency means the concentration at half of the fitted maximal effect; on the % scale 0 is the no-effect control and ±100 the full control effect; nearly all actives have a fitted effect of over 55% in size
# Target sequence (P14618 whole entry, looked up): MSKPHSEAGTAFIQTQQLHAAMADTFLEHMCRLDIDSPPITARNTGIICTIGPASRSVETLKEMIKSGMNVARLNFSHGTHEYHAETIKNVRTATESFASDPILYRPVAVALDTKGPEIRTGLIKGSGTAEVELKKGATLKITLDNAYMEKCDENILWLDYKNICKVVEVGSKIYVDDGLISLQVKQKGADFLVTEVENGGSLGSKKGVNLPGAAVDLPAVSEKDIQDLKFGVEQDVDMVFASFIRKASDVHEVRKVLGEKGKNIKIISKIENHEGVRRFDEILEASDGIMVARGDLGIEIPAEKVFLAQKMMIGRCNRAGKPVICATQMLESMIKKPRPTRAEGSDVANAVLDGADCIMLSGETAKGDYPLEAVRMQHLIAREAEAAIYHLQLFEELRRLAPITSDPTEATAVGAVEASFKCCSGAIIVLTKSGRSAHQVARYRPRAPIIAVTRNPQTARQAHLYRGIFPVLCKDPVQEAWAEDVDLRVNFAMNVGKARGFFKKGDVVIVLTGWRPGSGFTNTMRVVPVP
#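 Purified hPK-M2 (>95% pure) converted ADP (0.1 mM final) to ATP with 0.5 mM PEP in 50 mM imidazole pH7.2, KCl, MgCl2, Tween 20, BSA; 1 h at room temperature. ATP detected by Kinase-Glo luminescence.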
# FLuc modulator = firefly luciferase modulation, counter-screen for miR-21 project; P08659; purified FLuc, Km substrates, luminescence inhibition; Potency, µM (titrated, usually from 57.5 µM), inactives show at the highest dose activity change, negative = inhibition, usual class: inhibitors; actives 6.9% (n = 360,000); AID 588342;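 further: potency means the concentration at half of the fitted maximal effect; plate controls were vehicle for no effect and reference inhibitor for full effect; nearly all actives have a fitted effect of over 55% in size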
#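 Purified P. pyralis luciferase (10nM final) with 10uM D-luciferin and 10uM ATP (Km levels) in 50mM Tris acetate pH 7.5, 10mM Mg acetate, 0.01% Tween-20, 0.05% BSA; qHTS 6-point titration, ~60 µM downward; luminescence read.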
# p53 reactivator = re-activators of mutant p53 | H1299 p53-A138V BP100-luciferase reporter, luminescence, 24 h | Potency, µM (top dose mostly 92.2 µM), for the others: at the highest dose activity change, positive = activation, actives largely listed as activators | actives 0.063% (n = 320,000) | AID 504706; further: potency means the concentration at half of the fitted maximal effect; % of control where 0% means no effect; nearly all actives have a fitted effect of over 45% in size
#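 H1299 (p53-null), stable ts p53-A138V + BP100-Luc; 1000 cells/well, Opti-MEM/10% FBS; cpd 4 pt, 1:5; 24 h, 37 deg C, 5% CO2; detection reagent 10 min RT; luminescence.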
# Rab9 promoter act = activators of Rab9 promoter; Huh7 Rab9 promoter-luciferase reporter, luminescence, 24 h; Potency, µM (titrated, usually from 9.22 µM), without a hit: at the top dose activation, negative = inhibition, most hits filed as activators; actives 2.8% (n = 320,000); further: potency means the concentration at half of the fitted maximal effect; % of control where 0% means no effect; nearly all actives have a fitted effect of over 60% in size
#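 Steps: seed 1500 Huh7 Rab9-luc cells per well, rest 2 h at 37 °C; add compound in DMSO; incubate 24 h; add luciferase reagent, 10 min ambient; read luminescence.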
# * marks the source's active call; other numbers are inactive results; u = inconclusive; x = not tested or not shown; & = joins results of further samples. Unless noted, the call rests on the fitted dose curve; in most records, active means well fitted curve in the direction sought with a large enough effect; inconclusive means small, poorly fitted or top-dose-only effect, or another doubt; inactive means no such curve, though single readings can be large; an effect the other way counts as inactive or inconclusive.
1. Cc1nc(-c2cccc(NC(=O)COc3ccc(Cl)cc3)c2)cs1
2. COc1ccc(NC(=O)CN2CCN(CC(=O)Nc3ccccc3F)CC2)cc1OC
3. Cc1snc2sc(C(=O)c3ccc(Br)cc3)c(N)c12
4. COC(=O)c1c[nH]c(=O)c2ccccc12
5. Cn1cnc(S(=O)(=O)N2CCN(c3ccc(F)cc3)CC2)c1
6. C#CCOc1c(Cl)cc(/C=C2/C(=O)ON=C2C)cc1OC
7. Cc1ccc(Cl)cc1NC(=O)C1COc2ccccc2O1 (configuration not stated)
8. Cc1cc(NC(=O)CSc2nnc(-c3ccccc3F)n2C)no1
assay / entry	1	2	3	4	5	6	7	8
Giardia killer	11	-12	-1	-10	-5	4	2	u
BRCA1 expr up	11%	1%	u	0%	-4%	3%	-17%	-6%
Gal4-VP16 FLuc	24%	5%	u	-5%	-17%	0%	5%	x
Menin MLL FP TR	x	6%	u	-1%	x	u	20%	x
NPC1 promoter act	3%	1%	2.8µM*	-4%	-1%	0%	3%	-2%
ELG1 genotox	-18%	4%	12µM*	4%	3%	0%	4%	-1%
RORgamma inh	34%	-1%	u	-22%	3%	5%	-2%	x
PKM2 act	-2%	1%	-4%	-4%	-4%	x	1%	x
FLuc modulator	13µM*	1%&0%	-25%	-1%	1%	-19%	-3%	0%
p53 reactivator	-5%	-9%	12%	-3%	-1%	3%	-2%	-3%
Rab9 promoter act	-1%	9%	4µM*	1%	1%	-7%	3%	-2%

# From compound 7 up to 8, as listed above:
7. Cc1ccc(Cl)cc1NC(=O)C1COc2ccccc2O1 (configuration not stated)
8. Cc1cc(NC(=O)CSc2nnc(-c3ccccc3F)n2C)no1
assay / entry	7	8
Giardia killer	2	u
BRCA1 expr up	-17%	-6%
Gal4-VP16 FLuc	5%	x
Menin MLL FP TR	20%	x
NPC1 promoter act	3%	-2%
ELG1 genotox	4%	-1%
RORgamma inh	-2%	x
PKM2 act	1%	x
FLuc modulator	-3%	0%
p53 reactivator	-2%	-3%
Rab9 promoter act	3%	-2%

# Later entries.
9. COc1ccc2c(-c3ccccc3)cc(N3CCOCC3)nc2c1
10. COc1ccc(CCN(Cc2cccs2)S(=O)(=O)c2ccc(-n3cnnn3)c(OC)c2)cc1OC
11. O=C1CC(c2ccccc2Cl)CC(O)=C1C=NCCCO (configuration not stated)
12. C/C(=N\NC(=O)C1CC1)c1cccs1
13. CCn1ccnc1CNC(=O)C1CCC(=O)N(Cc2cccc(C(F)(F)F)c2)C1 (configuration not stated)
14. CCOC(=O)N1CCN(S(=O)(=O)c2ccc(OC)c(OC)c2)CC1
15. Cc1cc(C(=O)O)sc1C
16. CC(CCc1ccccc1)NC(=O)CCNS(=O)(=O)c1ccccc1 (configuration not stated)
17. O=C(N/N=C/c1cc2ccccc2nc1Cl)[C@H]1C[C@@H]1c1ccccc1
assay / entry	9	10	11	12	13	14	15	16	17
Giardia killer	-11	-2	6	19	-10	5	9	6	5
BRCA1 expr up	-37%	-11%	-10%	27%	2%	-6%	-26%	-8%	-42%
Gal4-VP16 FLuc	0%	1%	-2%	-6%	11%	-14%	11%	x	u
Menin MLL FP TR	-12%	1%	-2%	1%	10%	10%	9%	x	-1%
NPC1 promoter act	-3%	1%	-2%	-1%	0%	-1%	-1%	-2%	6%
ELG1 genotox	1%	-4%	-1%	5%	0%	0%	-1%	1%	-8%
RORgamma inh	8%	-18%	1%	9%	-34%	-5%	-1%	x	u
PKM2 act	-12%	15%	2%	5%	x	-5%	-3%	x	-2%
FLuc modulator	-1%	0%	0%	-3%	0%	3%	-1%	3%	2%
p53 reactivator	-17%	-4%	3%	20%	-11%	-2%	-22%	-7%	6%
Rab9 promoter act	-1%	-1%	1%	1%	0%	-2%	10%	-3%	2%

# Gathered by group: the compounds so far containing a Cl atom.
1. Cc1nc(-c2cccc(NC(=O)COc3ccc(Cl)cc3)c2)cs1
6. C#CCOc1c(Cl)cc(/C=C2/C(=O)ON=C2C)cc1OC
7. Cc1ccc(Cl)cc1NC(=O)C1COc2ccccc2O1 (configuration not stated)
11. O=C1CC(c2ccccc2Cl)CC(O)=C1C=NCCCO (configuration not stated)
17. O=C(N/N=C/c1cc2ccccc2nc1Cl)[C@H]1C[C@@H]1c1ccccc1
assay / entry	1	6	7	11	17
Giardia killer	11	4	2	6	5
BRCA1 expr up	11%	3%	-17%	-10%	-42%
Gal4-VP16 FLuc	24%	0%	5%	-2%	u
Menin MLL FP TR	x	u	20%	-2%	-1%
NPC1 promoter act	3%	0%	3%	-2%	6%
ELG1 genotox	-18%	0%	4%	-1%	-8%
RORgamma inh	34%	5%	-2%	1%	u
PKM2 act	-2%	x	1%	2%	-2%
FLuc modulator	13µM*	-19%	-3%	0%	2%
p53 reactivator	-5%	3%	-2%	3%	6%
Rab9 promoter act	-1%	-7%	3%	1%	2%

# High-throughput results deposited in PubChem BioAssay by National Center for Advancing Translational Sciences (NCATS).

# Only part of the results is shown; rates above refer to the full screens.
